Screening data deposited in PubChem by Broad Institute.
ARNT TACC3 PPI = disruptors of human ARNT/TACC3 interaction; Q9Y6A5; AlphaScreen His-ARNT PAS-B/GST-TACC3 binding, luminescence; TACC3 fragment carries E629A point mutation; inhibition, % at 9.99 µM; 390,000 compounds, 0.66% hits;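 active = mean inhibition of replicates at least 50% and at least half of replicates each reaching 50%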;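 also: 0% = complete ARNT plus TACC3 wells and 100% = ARNT alone without TACC3; many hits fall short of the cut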
Statin myotox sup = protects C2C12 myotubes from simvastatin toxicity | rescue of ATP level, % at 7.49 µM | 330,000 compounds, 0.78% hits | ATP luminescence, 48 h; scaled: DMSO 0, geranylgeraniol control 100;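 active = mean ATP rescue above about 67%, or every replicate alone reaching that limit, limit read from the data, passing the limit was not always enough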;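 also: myotubes were challenged with 10 µM simvastatin during compound exposure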
PAX8 inh HTS = lowers PAX8-driven luciferase in RMG-I cells; RMG-I TPO-luciferase reporter, SteadyGlo, 24 h; inhibition, % at 12.6 µM; 360,000 compounds, 1.2% hits; AID 652154;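 active = mean replicate inhibition at least 60% with every replicate also reaching 60%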;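 also: luciferase light reporting Pax8 driven TPO promoter activity; plate controls were median of neutral control wells for no effect and mitoxantrone controls for full effect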
LGR2 antag = Drosophila LGR2 receptor signaling inhibition. inhibition, % at 9.99 µM. HEK293 LGR2, CRE-luciferase, bursicon-stimulated, 4 h. 380,000 compounds, 0.35% hits;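 active = drop in luminescence signal, shown as inhibition above about 50% in the replicate tests, limit read from the data, passing the limit was not always enough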;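 also: agonist challenge used bursicon conditioned medium at about half maximal strength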
PglD DTNB = blocks C. jejuni PglD acetyltransferase activity; AID 602405; purified PglD enzyme, DTNB colorimetric CoA detection; 360,000 compounds, 0.098% hits; inhibition, % at 12.5 µM; in the data active = inhibition above about 16%, passing the limit was not always enough; also: strong numbers were not always called active
PGC1a acetyl inh = PGC1a acetylation modulation, inhibitor mode. U2OS PGC1a acetylation, AlphaScreen anti-acetyl-lysine; with virally co-expressed GCN5 acetyltransferase. inhibition, % at 15.6 µM. 350,000 compounds, 0.17% hits. AID 651687;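 active = every replicate shows inhibition of at least 40%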;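 also: 0% = neutral control wells and 100% = positive control wells; some results beyond the cut were filed as inactive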
Cneo AK release = Cryptococcus neoformans lysis via adenylate kinase release; C. neoformans lysis, adenylate kinase release luminescence, 4 h; normalised: neutral wells 0, clomiphene wells 100; 360,000 compounds, 0.2% hits; lysis activity, % at 15 µM; AID 651654;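 active = mean lysis activity across replicates of at least 80%, whatever share of replicates individually reach that level; inactive = mean lysis activity below 80%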
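Assay system: log-phase C. neoformans yeast / Quantity: yeast cell density of 5 × 10^6 cells/mL / Medium: fresh YPD growth medium / Compound: single dose / Timing: static 4 h at 37 °C with compound, 1 h detection / Measured by: adenylate kinase release luminescence / Read-out: lysis from increased AK signal / Benchmarks: Clomiphene as positive lysis control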
INS-1E GSIS act = primary screen for activators of insulin secretion dependent on glucose, INS-1E cells, GLuc reporter luminescence | INS-1E GLuc reporter insulin secretion, 2-3 h | activation, % at 16.6 µM | 370,000 compounds, 0.61% hits;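 active = lowest replicate activation of at least 40%, so every replicate reaches that level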;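 also: 0% = median of neutral control wells and 100% = median of IBMX positive control wells; some compounds called inactive have numbers as strong as hits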
* hit, by the source's call; nt = not tested or not shown. Compounds as they come. About 2.9% of those tested had a hit in this group.

SMILES | ARNT TACC3 PPI | Statin myotox sup | PAX8 inh HTS | LGR2 antag | PglD DTNB | PGC1a acetyl inh | Cneo AK release | INS-1E GSIS act
OCCCNc1nc(-c2ccccc2)c2cc(Br)ccc2n1 | -11 | 0 | -1 | -9 | 12 | nt | 0 | 55*
COC(=O)C1=C(C)N(c2ccc(OC)c(OC)c2)C(=O)C1 | 26 | 10 | nt | nt | 5 | 6 | -3 | nt
O=C(Nc1ccc([N+](=O)[O-])cc1)c1cccc(S(=O)(=O)Nc2cccnc2)c1 | -6 | 7 | -9 | -3 | 1 | nt | 1 | 1
Cc1ccn2c(=O)nc(SCC(=O)NCc3ccc(F)cc3)nc2c1 | 2 | 2 | 3 | -12 | 0 | -8 | 2 | -1
CC(C)COC(=O)N(C)C[C@H]1OCc2ccccc2-c2c(n(C)c3ccccc23)C(=O)N([C@@H](C)CO)C[C@@H]1C | 5 | nt | 11 | 33 | 1 | -6 | 1 | 0
Nc1ccc(NS(=O)(=O)c2ccccc2)cc1 | nt | 12 | 7 | 6 | 2 | nt | 1 | -3
Cc1cc(C(=O)NNC(=S)NCc2ccco2)n(C)n1 | 3 | 3 | 1 | nt | -2 | 7 | -1 | nt
Cc1ccc2nc3ccc(N4CCN(C)CC4)nn3c(=O)c2c1 | 11 | 3 | nt | nt | 7 | -14 | -2 | nt
Cc1ccc(S(=O)(=O)N(C)C)cc1NC(=O)CCCNC(=O)c1ccc(Cl)cc1 | -15 | 9 | 6 | 6 | -1 | -3 | 0 | 3
CC1CCC2(CC1)NC(=O)N(CC(=O)Nc1cccc(S(=O)(=O)N3CCCCC3)c1)C2=O (stereo not given) | -1 | 9 | 23 | -8 | -10 | -10 | 1 | -47
CCOc1cc(OCC)cc(C(=O)NCCCN2CCOCC2)c1 | 0 | 5 | -5 | 1 | 0 | 8 | 2 | 8
COc1ccc(N2C(=O)C(Cl)=C(NCc3ccccc3)C2=O)cc1 | 0 | 14 | nt | nt | 4 | 9 | 2 | nt
O=C(c1ccc(Cl)cc1)N1CCOc2ccccc21 | 20 | -12 | 1 | -6 | -5 | 6 | 9 | -17
CCOc1ccccc1CNC(=O)C1CCN(S(=O)(=O)N2CCC(C)CC2)CC1 | nt | 7 | -6 | 4 | 3 | nt | 0 | -10
CC(C)S(=O)(=O)c1ccc(C(=O)Nc2ccc(F)cc2F)cn1 | 5 | nt | -11 | -25 | nt | nt | nt | -3
c1ccc(-c2ccc(-c3ccncn3)cc2)cc1 | nt | nt | -149 | -35 | 6 | -19 | -8 | nt
COc1ccc(-c2nc3c(n2O)CCc2c-3no[n+]2[O-])cc1 | 4 | 5 | -156 | -34 | 2 | -9 | 1 | -23
CCn1c2ccccc2c2cc(/C(C)=N/O)ccc21 | -2 | -9 | nt | nt | -1 | -4 | 2 | nt
COc1ccc(-c2sc3ccc(OC)cc3c2-c2ccc(OCCN3CCOCC3)cc2)cc1 | 4 | 3 | nt | nt | -3 | -6 | 1 | nt
COc1ccc(C2CC(=O)CC(=O)C2n2cncn2)cc1 (stereo not given) | -1 | 3 | nt | nt | 3 | -1 | -7 | nt
CCOC(=O)C(C(=O)N(C)Cc1ccccc1)C1CCCCC1 (stereo not given) | -3 | 1 | 3 | 8 | -3 | 38 | 2 | 7
CC(C)NC(=O)Cn1cnc2c1c(=O)n(C)c(=O)n2C | -9 | -1 | 0 | nt | 1 | 7 | 1 | nt
COc1ccc(CN(C)C[C@H]2Oc3ccc(NS(=O)(=O)c4ccc(C)cc4)cc3CC(=O)N([C@H](C)CO)C[C@H]2C)cc1 | 5 | 56 | -20 | -11 | 4 | -8 | 15 | -1
COc1ccc(-n2nc(C(=O)NCC(=O)N3CCCC3)c3ccccc3c2=O)c(OC)c1 | 10 | 4 | -7 | 5 | 0 | 9 | -2 | 2
CC(=O)N1N=C(c2cccc(NS(C)(=O)=O)c2)CC1c1cccs1 (stereo not given) | -10 | 7 | -1 | -39 | 1 | 7 | 0 | 1

Next entries follow:
SMILES | ARNT TACC3 PPI | Statin myotox sup | PAX8 inh HTS | LGR2 antag | PglD DTNB | PGC1a acetyl inh | Cneo AK release | INS-1E GSIS act
Cc1ccc(NC(=O)C2(C)CCN2C(=O)Cc2ccccc2Cl)cc1C (stereo not given) | nt | 9 | -3 | -10 | 10 | -16 | -1 | -16
O=C(CCN1C(=O)S/C(=C/c2ccc(Cl)cc2)C1=O)N1CCOCC1 | -3 | nt | -9 | 2 | 10 | 7 | -2 | 22
O=C(CSc1ccc2ccccc2c1)NC1CCCc2ccccc21 (stereo not given) | -16 | nt | 3 | 7 | nt | nt | nt | 48
C[C@H](CO)N1C[C@H](C)[C@H](CN(C)C(=O)NC2CCCCC2)Oc2ccc(NS(=O)(=O)c3cccs3)cc2CC1=O | 59* | 6 | nt | -5 | -2 | 1 | -4 | 10
CC(C)[C@H]1C(=O)Nc2ccccc2N1C(=O)N[C@@H](Cc1ccccc1)C(=O)N[C@H](Cc1ccccc1)C(=O)O | -13 | 14 | nt | 2 | -1 | -7 | 5 | 8
O=c1c2ccccc2nc2c3ccccc3ncn12 | -3 | -20 | nt | -5 | -3 | 14 | -2 | 3
C[C@@H]1CCCCO[C@H](CN(C)Cc2ccncc2)[C@H](C)CN([C@H](C)CO)C(=O)c2cc(NC(=O)Nc3ccc(F)cc3)ccc2O1 | 2 | -3 | -5 | -6 | 2 | 14 | -1 | -15
CCOC(=O)c1cc(-c2ccccc2)sc1NC(=O)CN1C(=O)NC(CC)(c2ccccc2)C1=O (stereo not given) | -6 | -3 | nt | 9 | -4 | nt | 2 | 10
O=C(NCS(=O)(=O)c1ccccc1)c1ccccc1 | -7 | 0 | nt | nt | -3 | 4 | 0 | nt
CCCNC(=O)N1[C@H](C#N)[C@H](c2ccc(-c3ccc(C(=O)N(C)C)cc3)cc2)[C@H]1CO | -9 | 28 | -27 | -16 | 0 | -8 | 2 | 5
Cc1ccc(NC(=O)OCc2cc(-c3ccccc3)on2)cc1 | 23 | nt | -51 | -46 | nt | 6 | nt | 6
O=C(NCc1ccco1)Nc1nnc([C@H]2C[C@H](O)[C@@H](CO)O2)s1 | nt | 2 | -16 | 11 | 2 | nt | 7 | 8
Cc1ccc(-n2ncc3c(=O)[nH]c(SCC(=O)NCC4CCCO4)nc32)cc1 (stereo not given) | -4 | -3 | 5 | 4 | -2 | 2 | 3 | 22
CCOC(=O)N1CCN(c2nc(-c3cccs3)cc(C(F)(F)F)n2)CC1 | -3 | 43 | 0 | nt | 7 | -1 | 0 | nt
Cc1ccccc1-c1cc2c(nn1)-c1ccccc1C2=O | 24 | 25 | nt | nt | -1 | 1 | -6 | nt
Cc1ccc2nc(NCc3ccccc3)c(C=O)c(=O)n2c1 | -1 | 10 | -5 | -37 | 4 | 21 | 0 | 1
O=C(Nc1ccc2c(c1)OCCO2)Nc1ccc2c(c1)OCO2 | 3 | -1 | -28 | 2 | nt | -5 | nt | 17
O=C(CN(c1ccccc1F)S(=O)(=O)c1ccccc1)Nc1ccc2c(c1)OCCO2 | 2 | nt | -42 | -7 | -2 | -9 | -4 | 18
O=C(O)c1ccc2c(c1)C(=O)N(c1ncccn1)C2=O | -7 | nt | -1 | -2 | nt | nt | nt | 0
Cc1noc(C)c1S(=O)(=O)N(C)C[C@@H]1OCCCC[C@H](C)Oc2ccc(NS(=O)(=O)c3cccs3)cc2C(=O)N([C@H](C)CO)C[C@H]1C | 2 | nt | 2 | 8 | -4 | 0 | 5 | 0
COC(=O)c1ccccc1NC(=O)C12CC3CC(C1)CC(n1cnc(Cl)n1)(C3)C2 | 3 | 1 | -13 | nt | 1 | -12 | -1 | nt
N/C(=N\c1nc2ccccc2o1)NC(=O)c1ccccc1Br | -5 | 6 | -112 | -49 | -4 | 4 | 6 | -1
COc1cccc(-c2c(-c3cc(OC)cc(OC)c3)n(C)c3ccc(Br)cc23)c1 | -4 | -32 | 15 | -3 | -4 | -6 | -1 | -1
C[C@@H]1CN([C@H](C)CO)C(=O)c2cc(NC(=O)Nc3ccc4c(c3)OCO4)ccc2O[C@H]1CN(C)S(C)(=O)=O | -4 | -7 | nt | 2 | 1 | 30 | -1 | 5
C=CC[C@@H](CC(=O)N[C@@H](CO)Cc1ccccc1)C(=O)N[C@@H](C)COC(=O)[C@@H](CC=C)Cc1ccc(F)cc1 | 1 | 8 | -2 | -16 | -2 | nt | -2 | -11

Remaining list, next part:
SMILES | ARNT TACC3 PPI | Statin myotox sup | PAX8 inh HTS | LGR2 antag | PglD DTNB | PGC1a acetyl inh | Cneo AK release | INS-1E GSIS act
COc1ccc(OC)c(/C=N/Nc2cc(C)nc(N3CCOCC3)n2)c1 | -1 | nt | 18 | nt | 4 | 4 | 3 | nt
OC[C@H]1[C@@H](c2ccc(-c3ccc(F)cc3)cc2)[C@@H]2CN(Cc3cccnc3)CCCCN12 | 1 | 5 | 12 | -19 | -13 | 5 | -2 | -22
CCc1c(C)nc2ccc(Br)cc2c1SCCC#N | -3 | nt | -3 | 31 | nt | 26 | nt | 4
CCC(=O)N[C@H]1C=C[C@H](CC(=O)NCc2cc(F)cc(F)c2)O[C@@H]1CO | 7 | 4 | -3 | 7 | 1 | 7 | -2 | 4
COc1ccc(NC(=O)N(C)C[C@@H]2Oc3c(NS(=O)(=O)c4ccc(F)cc4)cccc3C(=O)N([C@H](C)CO)C[C@@H]2C)cc1 | 13 | 6 | -1 | -4 | 3 | -7 | -2 | -23
O=C(C[C@H]1C[C@@H]2c3cc(NS(=O)(=O)c4ccc(F)cc4)ccc3O[C@@H]2[C@H](CO)O1)NCC1CC1 | -10 | 4 | 6 | -10 | 6 | 0 | -1 | -2
CCOC(=O)N1C(=O)NC(=O)C1c1ccccc1 (stereo not given) | -12 | nt | -20 | 14 | nt | nt | nt | 23
CN1C(=O)c2cc(NS(C)(=O)=O)ccc2OC[C@H]2O[C@H](CC(=O)N3CCOCC3)CC[C@H]21 | -2 | -18 | -12 | -9 | 0 | nt | -1 | 9
O=S(=O)(NCc1ccncc1)c1ccc(Br)s1 | -4 | -4 | nt | nt | -1 | 9 | 0 | nt
CC1=C(C#N)C(C)(C)C(C#N)=C(C)N1 | nt | -2 | -5 | -1 | 8 | 7 | 0 | nt
COC(=O)CC1(CC(N)=O)SCCS1 | -2 | nt | 5 | -1 | nt | nt | nt | -8
Cc1ccc(C)c(NC(=O)CCC(=O)NNC(=O)COc2cc(C)ccc2C)c1 | 2 | 9 | 1 | 3 | -3 | nt | 0 | 36
COCC#Cc1ccc([C@H]2[C@H](CO)N3CCCCN(C(=O)Nc4cc(F)ccc4F)C[C@@H]23)cc1 | 7 | 26 | -6 | 10 | -1 | 0 | 4 | -20
Oc1ccc(Cc2ncc(C(F)(F)F)cc2Cl)cc1 | -2 | nt | 3 | 20 | nt | -1 | nt | 2
COC(=O)C[C@H]1c2cc(F)ccc2S(=O)(=O)N1c1ccc(N(C)C)cc1 | 6 | 9 | 14 | -12 | 4 | 5 | 1 | 32
COc1cc(/C=N/NC(=O)C[n+]2ccccc2)cc(OC)c1OC | -7 | nt | 0 | 4 | nt | nt | nt | -8

A run of entries from further up:
SMILES | ARNT TACC3 PPI | Statin myotox sup | PAX8 inh HTS | LGR2 antag | PglD DTNB | PGC1a acetyl inh | Cneo AK release | INS-1E GSIS act
OCCCNc1nc(-c2ccccc2)c2cc(Br)ccc2n1 | -11 | 0 | -1 | -9 | 12 | nt | 0 | 55*
COC(=O)C1=C(C)N(c2ccc(OC)c(OC)c2)C(=O)C1 | 26 | 10 | nt | nt | 5 | 6 | -3 | nt

Shown in CSV form: entries from further up
SMILES,ARNT TACC3 PPI,Statin myotox sup,PAX8 inh HTS,LGR2 antag,PglD DTNB,PGC1a acetyl inh,Cneo AK release,INS-1E GSIS act
COC(=O)CC1(CC(N)=O)SCCS1,-2,nt,5,-1,nt,nt,nt,-8
CCc1c(C)nc2ccc(Br)cc2c1SCCC#N,-3,nt,-3,31,nt,26,nt,4
